Compound activity as filed in PubChem BioAssay.
PLK1 PBD block – blocks phosphopeptide binding to human PLK1 polo-box domain; 360,000 compounds, 2.8% hits; Plk1 PBD binding of FITC phosphopeptide, fluorescence polarization; P53350; AID 720504; Potency, µM, inactives show max response, negative = inhibition, hits mostly inhibitors; note: potency is the fitted concentration of half-maximal effect; series mostly up to about 57 µM; % is set by controls: 0 for no effect and ±100 for the full control effect; nearly all actives have a fitted effect of over 65% in size
Target sequence (P53350 whole entry, looked up, the tested form may be a part): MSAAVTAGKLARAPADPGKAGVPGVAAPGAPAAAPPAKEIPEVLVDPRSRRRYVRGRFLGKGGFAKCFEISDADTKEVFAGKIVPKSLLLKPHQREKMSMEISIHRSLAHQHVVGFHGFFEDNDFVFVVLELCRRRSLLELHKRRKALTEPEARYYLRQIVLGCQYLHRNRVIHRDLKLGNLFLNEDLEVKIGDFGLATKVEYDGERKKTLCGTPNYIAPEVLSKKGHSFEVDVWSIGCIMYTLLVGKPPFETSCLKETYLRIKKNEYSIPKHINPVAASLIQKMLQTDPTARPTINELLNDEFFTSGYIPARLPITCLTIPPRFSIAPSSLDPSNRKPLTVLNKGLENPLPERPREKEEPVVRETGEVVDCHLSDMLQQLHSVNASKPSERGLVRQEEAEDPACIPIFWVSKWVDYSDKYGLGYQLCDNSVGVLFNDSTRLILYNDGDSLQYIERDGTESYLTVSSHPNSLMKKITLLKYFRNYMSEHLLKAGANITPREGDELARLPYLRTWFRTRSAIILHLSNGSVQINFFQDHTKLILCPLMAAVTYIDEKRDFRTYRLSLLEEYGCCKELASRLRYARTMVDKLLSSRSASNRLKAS
EPAC1 antagonist – antagonists of human EPAC1 | O95398 | EPAC1 GEF assay, Rap1b-BODIPY-GDP exchange fluorescence | Potency, µM (series often up to 115 µM), without a hit: at the highest dose activity change, negative = inhibition, usual class: inhibitors | 360,000 compounds, 0.14% hits;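 note: potency is the fitted concentration of half-maximal effect; plate controls were vehicle for no effect and positive control for full effect; nearly all actives have a fitted effect of over 50% in size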
WRN inhibitor – inhibitors of human WRN helicase; AID 651768; Potency, µM (series often up to 114 µM), without a hit: at the top dose activity change, negative = inhibition, hits mostly inhibitors; WRN helicase unwinding, fluorescent forked duplex, kinetic; 360,000 compounds, 0.46% hits; Q14191; note: potency is the fitted concentration of half-maximal effect; % is set by controls: 0 for no effect and ±100 for the full control effect; nearly all actives have a fitted effect of over 55% in size
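Kinetic red-fluorescence monitoring (525/598 nm) tracks WRN helicase activity after 100 nM fluorophore-quencher forked duplex and 2 mM ATP are added to 20 nM enzyme pretreated 15 min at room temperature with compound.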
EPAC1 ag – activates human EPAC1 exchange factor; O95398; EPAC1 agonist qHTS, biochemical assay; response scale: 100% = response to 6.5 mM cAMP; Potency, µM (series often up to 154 µM), without a hit: at the top dose activation, actives largely listed as activators; 360,000 compounds, 0.073% hits; note: potency is the fitted concentration of half-maximal effect; nearly all actives have a fitted effect of over 60% in size
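Nucleotide exchange assay: 100 nM EPAC1 with 250 nM Rap1B loaded with BODIPY-GDP and 50 uM GDP, room temperature. Fluorescence (480/540 nm) read every 5 min for 30 min; signal change normalized to 6.5 mM cAMP as full agonist.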
Mm-Cpn inhibitor – inhibitors of Methanococcus maripaludis chaperonin (MmCpn) | purified Mm-Cpn ATPase, ADP Transcreener TR-FRET | Potency, µM (top dose mostly 76.9 µM), inactives show top-dose activity, negative = inhibition, hits mostly inhibitors | 330,000 compounds, 0.031% hits | AID 504842; note: potency is the fitted concentration of half-maximal effect; % is set by controls: 0 for no effect and ±100 for the full control effect; nearly all actives have a fitted effect of over 80% in size
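25 nM Mm-CPN + cpd, 10 min 37°C; + 10 uM ATP, 30 min 37°C; buffer 30 mM Tris pH 7.4, 100 mM KCl, 5 mM MgCl2, 1 mM DTT; Transcreener ADP HTRF detection 30 min RT.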
EPAC2 antag – EPAC2 (human) antagonism; EPAC2 GEF exchange of Rap1B-BODIPY-GDP, fluorescence; Q8WZA2; 360,000 compounds, 0.18% hits; Potency, µM (highest dose often 114 µM), inactives show at the highest dose activity, negative = inhibition, actives largely listed as inhibitors; note: potency is the fitted concentration of half-maximal effect; % is set by controls: 0 for no effect and ±100 for the full control effect; nearly all actives have a fitted effect of over 45% in size; many of its hits are not listed in these tables
CCT modulator – changes cytosolic chaperonin activity; purified chaperonin ATPase assay, HTRF ADP detection, 30 min; activity change, % (test concentration not listed), hits read low; 360,000 compounds, 0.3% hits; in the data active = activity change below about -30%; note: % is set by controls: 0 for no effect and ±100 for the full control effect
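TRiC at 40 or 20 nM final (batch-dependent) in 30 mM Tris pH 7.4, 100 mM KCl, 5 mM MgCl2, 1 mM DTT, with compound at single 76 uM and 10 uM ATP, 30 min at 37 deg C. ADP detected by HTRF Transcreener, 665/615 ratio.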
PI5P4Ka inh – inhibitors of human PI5P4K alpha. max response, %. PI5P4Kalpha enzyme, ADP-Glo luminescence, 60 min; active compounds read low. 330,000 compounds, 1.2% hits. P48426; active = max response of -50% or lower; inconclusive = between -30% and -50%; inactive = -30% or higher; note: value at the top dose of about 77 µM; % is set by controls: 0 for no effect and ±100 for the full control effect
Target sequence (P48426 whole entry, looked up): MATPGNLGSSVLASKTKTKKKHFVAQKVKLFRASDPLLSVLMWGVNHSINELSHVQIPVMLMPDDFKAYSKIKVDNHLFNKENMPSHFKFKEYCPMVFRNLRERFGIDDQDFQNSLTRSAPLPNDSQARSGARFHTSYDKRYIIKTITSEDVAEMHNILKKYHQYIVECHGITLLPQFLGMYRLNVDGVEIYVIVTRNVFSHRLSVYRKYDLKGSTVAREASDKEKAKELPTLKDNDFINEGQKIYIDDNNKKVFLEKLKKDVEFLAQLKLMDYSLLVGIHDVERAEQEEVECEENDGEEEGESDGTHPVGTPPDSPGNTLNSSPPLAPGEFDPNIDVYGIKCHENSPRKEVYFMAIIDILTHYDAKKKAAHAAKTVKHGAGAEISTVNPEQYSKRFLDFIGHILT
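Single end-point luminescence (ADP-Glo) quantified ADP from PI5P4Kalpha turnover; ATP 5 microM final, 1 h at RT, 0.1% CHAPS and 0.28 mM EGTA in HEPES pH 7.4.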
An asterisk follows results filed as active; ? = inconclusive; / = not tested or not shown; [ ] = another dose, or the depositor's remark. Unless noted, calls come from the whole dose curve; as a rule, active = well fitted curve in the direction sought with a large enough effect; inconclusive = small, poorly fitted or top-dose-only effect, or another doubt; inactive = no such curve, though single readings can be large; an effect the other way counts as inactive or inconclusive. This is a subset; count on the stated rates, not on these rows.

SMILES	PLK1 PBD block	EPAC1 antagonist	WRN inhibitor	EPAC1 ag	Mm-Cpn inhibitor	EPAC2 antag	CCT modulator	PI5P4Ka inh
Cc1cccc(N(C)c2cc(-c3ccc(F)cc3)nc3ccnn23)c1	-2%	-11%	1%	-14%	/	-12%	-1.5	-12
O=C(c1ccccc1)N1CCN(C(=O)c2ccc([N+](=O)[O-])cc2)CC1	1%	1%	-21%	-4%	-9%	2%	0.0	3
NC(=O)c1snnc1-c1ccccc1	-1%	-2%	-7%	2%	1%	-1%	0.1	1
CC(C)COC(=O)N(C)C[C@H]1OCc2cn(nn2)CCCC(=O)N([C@@H](C)CO)C[C@@H]1C	-12%	-12%	0%	8%	/	7%	-2.7	4
COc1ccc(C2=CC(c3ccc(Cl)cc3)n3cnnc3N2)cc1OC (configuration not stated)	-19%	-2%	-7%	1%	-9%	8%	-0.1	-2
CCOC(=O)N1CCN(/C=C(\C#N)c2nc3ccccc3s2)CC1	9%	?	-5%	7%	1%	-4%	-5.7	/
NC(=O)NC(=O)COC(=O)c1ccc(OC(F)F)cc1	-3%	12%	-1%	-15%	4%	15%	-0.5	-5
Cc1ccc(OCc2nc(-c3ccccn3)no2)cc1	-7%	15%	-1%	9%	-1%	7%	-1.9	/
O=C(c1cccc(S(=O)(=O)N2CCc3ccccc32)c1)N1CCN(c2ccccc2)CC1	-13%	-7%	-10%	8%	1%	-3%	-1.6	6
CC1Oc2ccccc2N(CC(=O)Nc2ccccc2F)C1=O (configuration not stated)	-12%	-23%	0%	8%	-9%	-1%	-0.4	-8

Two of the compounds above, as comma-separated lines.
SMILES,PLK1 PBD block,EPAC1 antagonist,WRN inhibitor,EPAC1 ag,Mm-Cpn inhibitor,EPAC2 antag,CCT modulator,PI5P4Ka inh
NC(=O)c1snnc1-c1ccccc1,-1%,-2%,-7%,2%,1%,-1%,0.1,1
CCOC(=O)N1CCN(/C=C(\C#N)c2nc3ccccc3s2)CC1,9%,?,-5%,7%,1%,-4%,-5.7,/

Going on with the list:
SMILES	PLK1 PBD block	EPAC1 antagonist	WRN inhibitor	EPAC1 ag	Mm-Cpn inhibitor	EPAC2 antag	CCT modulator	PI5P4Ka inh
O=C(Nc1ccc(NC(=O)C2CC2)cc1)c1ccco1	3%	-3%	-1%[57.1 µM]	-7%	0%	6%	2.9	1
O=C(O)CCCC(=O)Nc1ccc(Sc2ccc([N+](=O)[O-])cc2)cc1	-19%	6%	-14%	-2%	1%	0%	-15	3
COc1ccc(CN2CCOCC2)cc1Br	-4%	3%	-1%	-1%	1%	5%	-0.1	/
C=C(C)CNC(=S)NNC(=O)c1ccncc1	-5%	-15%	5%	-3%	0%	0%	-2.5	-3
CCOC(=O)c1ccc(NC(=O)c2cccc3c2C(=O)N(CC2CCCO2)C3)cc1 (configuration not stated)	1%	-6%	-7%	-3%	0%	-4%	-3.3	-7
c1ccc(-c2cnnc(N3CCCCC3)n2)cc1	-3%	4%	4%	-4%	-1%	5%	-3.5	-5
CCC(=O)N1CCN(c2ccc(NC(=O)COc3ccccc3[N+](=O)[O-])cc2)CC1	-2%	7%	-6%	-11%	-1%	-3%	0.0	2
O=C(Cc1ccccc1Cl)NCc1cccnc1	-6%	10%	0%	9%	-1%	4%	0.2	-4
O=C(c1ccc(Cn2c(=O)[nH]c3ccccc3c2=O)cc1)N1CCN(c2ccc(Cl)cc2)CC1	-6%	-4%	-17%	7%	-1%	-8%	0.9	-1
Cc1ccc(NC(=O)CCCSc2ccccc2)cc1S(=O)(=O)N1CCOCC1	-1%	-17%	-14%	10%	0%	-4%	-3.2	3
CC(C)=C1SC(N2CCN(c3cccc(C(F)(F)F)c3)CC2)=NC1=O	-12%	0%	4%	0%	1%	-6%	-1.6	/
Cc1nc(SCC(N)=O)[nH]c(=O)c1Cc1ccc(OC(C)C)cc1	-5%	2%	-12%	3%	0%	3%	-2.4	-3
CC(C)c1ccc(CC(=O)N2CCC2(C)C(=O)Nc2cccc(C#N)c2)cc1 (configuration not stated)	-9%	-16%	-1%	8%	/	-9%	-1.1	18
CC(C)CN(C)C(=O)CCc1nnc(Cc2cccc(C(F)(F)F)c2)o1	-8%	-4%	13%	-7%	1%	-6%	0.6	3
O=C(O)C1CCN(S(=O)(=O)c2cccs2)CC1	1%	-1%	-17%	-5%	0%	1%	-1.6	2
C=CCn1c(SCC(N)=O)nc2sc3c(c2c1=O)CCC3	-6%	-5%	-12%	7%	-1%	-4%	2.3	-4
COc1cccc(NC(=O)CN(C)C(=O)CNC(=O)c2sc3ccccc3c2Cl)c1	-1%	-11%	0%	-10%	-7%	4%	-1.5	-5
NS(=O)(=O)c1ccc(CCNC(=O)c2ccc(S(=O)(=O)N3CCCCC3)cc2)cc1	1%	7%	-9%	1%	1%	8%	-0.7	/
O=C(NCc1ccccn1)c1ccco1	-3%	6%	-4%[57.1 µM]	-6%	1%	11%	1.3	7
CCOc1ccc(N2CC(C(=O)NC3CCCCCC3)CC2=O)cc1 (configuration not stated)	-5%	?	-26%	2%	0%	5%	-0.3	2
COc1ccc(-c2cc(C(F)(F)F)n3nc(C(=O)N4CCN(C(=O)c5ccco5)CC4)cc3n2)cc1	-1%	-4%	-4%	-16%	1%	-2%	-0.5	3
Cc1cc(C)nc(N2CCCC(C(=O)NCCc3ccccc3F)C2)n1 (configuration not stated)	-2%	7%	-5%	7%	-1%	4%	0.3	/
COc1ccc(C(=O)NCc2nnc(SCC(=O)Nc3cc(C)cc(C)c3)o2)cc1OC	0%	2%	3%	1%	3%	-5%	1.0	0
O=C(COC(=O)CCC(=O)c1ccc(F)cc1)NCc1ccco1	4%	10%	-7%	-4%	-2%	11%	-2.9	5
O=C(CN1C(=O)NC2(CCOc3ccccc32)C1=O)NCCc1ccccc1 (configuration not stated)	0%	1%	-6%	1%	1%	-3%	-1.3	-12
Cc1cc(C)c(S(=O)(=O)Nc2ccc(O)c(Sc3ncn[nH]3)c2)c(C)c1	-24%	5%	-15%	1%	-4%	-5%	-2.0	?
O=C(Nc1c(-c2ccccc2)[nH][nH]c1=O)c1cnccn1	-6%	13%	10%	-6%	/	12%	/	3
O=C(Nc1ccc(Cl)c(-c2nc3ccccc3[nH]2)c1)c1ccc2c(c1)OCO2	4%	-9%	-16%	-6%	?	0%	-1.4	4
O=S(=O)(NCC(c1ccccc1)N1CCC(O)CC1)c1ccc(Cl)cc1 (configuration not stated)	21µM*	-8%	6%	9%	1%	2%	-0.1	-3
O=C(CSc1nnc(-c2ccc(Cl)cc2)n1Cc1ccco1)NCc1ccc2c(c1)OCO2	-10%	-26%	-10%	17%	/	-5%	-1.1	-6
CN1CCN(c2nc(-c3ccccc3)c3cc(Cl)ccc3n2)CC1	-13%	-12%	9%	5%	-1%	2%	-3.6	5
Cc1sc2ncn(CC(=O)NCCCC(=O)N3CCCCC3)c(=O)c2c1C	-4%	-3%	-1%	10%	1%	0%	-2.2	-2
CCCCCCCNC(=O)CC(NS(=O)(=O)c1ccc(NC(C)=O)cc1)C(C)C (configuration not stated)	-6%	-22%	-13%	-11%	1%	-26%	0.1	4
CCCCN1C[C@H](C)[C@@H](CC(=O)NCc2ccccc2)C1=O	-22%	-5%	-1%	2%	1%	8%	-0.4	16
CC(C)N(C(=O)c1nn(C)c2c1CSc1ccccc1-2)C1CCCCC1	-10%	-12%	-4%	2%	-6%	-24%	1.6	7
CN(C)[C@@H](CO)c1nnc([C@H](Cc2ccc(O)cc2)NC(=O)C2CCNCC2)o1	-3%	4%	8%	-9%	/	2%	-3.3	-5
O=C(Nc1ccccc1F)Nc1ccccc1OC(F)F	-7%	-20%	-2%	-8%	-4%	0%	0.9	1
Cc1ccnc(NC(=O)CN2C(=O)NC(C)(c3ccc4ccccc4c3)C2=O)c1 (configuration not stated)	-10%	0%	10%	4%	1%	-18%	1.4	8
C=CCSc1nc2sc(C)c(C)c2c(=O)n1CC=C	-4%	9%	0%	-6%	1%	-1%	0.5	0
CC(C)C[C@@H](C(=O)NC1CC1)N1C(=O)N2CCc3c([nH]c4ccccc34)[C@@]2(C)C1=O	3%	-20%	8%	-11%	-3%	-3%	2.5	2

Entries listed so far printed as active in PLK1 PBD block.
| canonical_smiles | PLK1 PBD block | EPAC1 antagonist | WRN inhibitor | Mm-Cpn inhibitor | EPAC2 antag | CCT modulator | PI5P4Ka inh |
| --- | --- | --- | --- | --- | --- | --- | --- |
| O=S(=O)(NCC(c1ccccc1)N1CCC(O)CC1)c1ccc(Cl)cc1 (configuration not stated) | 21µM* | -8% | 6% | 1% | 2% | -0.1 | -3 |

The list goes on.
SMILES	PLK1 PBD block	EPAC1 antagonist	WRN inhibitor	EPAC1 ag	Mm-Cpn inhibitor	EPAC2 antag	CCT modulator	PI5P4Ka inh
O=C(NCc1cccc(Cl)c1)c1ccc(-n2cncn2)c2ccoc12	-12%	-13%	-3%	4%	/	0%	-1.8	-4
Cc1ccc(OC(C)C(=O)Nc2ccc(S(=O)(=O)Nc3nccs3)cc2)cc1 (configuration not stated)	-16%	2%	-29%	-1%	-3%	-6%	2.1	-13
O=[N+]([O-])c1ccc(N2CCN(Cc3ccccc3)CC2)nc1	-4%	-9%	-13%	-2%	5%	0%	-2.6	1
O=C(COc1ccc(S(=O)(=O)N2CCCCC2)cc1Cl)N1CCOCC1	-12%	-28%	6%	0%	3%	-3%	-1.9	1
Cc1ccc(Oc2nc3c(C)cccn3c(=O)c2/C=C(\C#N)C(N)=O)cc1	-15%	3%	-17%	0%	0%	-2%	2.1	7

4 structures already listed, arranged by length of the SMILES, low to high.
SMILES	PLK1 PBD block	EPAC1 antagonist	WRN inhibitor	EPAC1 ag	Mm-Cpn inhibitor	EPAC2 antag	CCT modulator	PI5P4Ka inh
O=[N+]([O-])c1ccc(N2CCN(Cc3ccccc3)CC2)nc1	-4%	-9%	-13%	-2%	5%	0%	-2.6	1
O=C(NCc1cccc(Cl)c1)c1ccc(-n2cncn2)c2ccoc12	-12%	-13%	-3%	4%	/	0%	-1.8	-4
O=C(COc1ccc(S(=O)(=O)N2CCCCC2)cc1Cl)N1CCOCC1	-12%	-28%	6%	0%	3%	-3%	-1.9	1
CC(C)C[C@@H](C(=O)NC1CC1)N1C(=O)N2CCc3c([nH]c4ccccc34)[C@@]2(C)C1=O	3%	-20%	8%	-11%	-3%	-3%	2.5	2
